# From PubChem
# BRCA1 expr up = qHTS Assay to Identify Small Molecule Activators of BRCA1 Expression; Potency, µM (top dose mostly 46.1 µM), inactives show at the highest dose activation, hits mostly activators; MCF7-BRCA1-FFLuc reporter, luminescence, 48 h; response scale: scaled: vehicle 0%, 10 µM genistein 100%; 380,000 compounds, 1.1% hits; note: potency is the fitted concentration of half-maximal effect; nearly all actives have a fitted effect of over 80% in size; some results filed as inactive show a strong effect at the top dose
#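 MCF7-BRCA1-FFLuc, 2000 cells/well; 2 h attach, 37 °C/5% CO2; compound 48 h; luciferase substrate 15 min; luminescence end-point. Norm. to genistein 10 microM max activation and DMSO; concentration-response curves fitted.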
# B2AR arrestin = qHTS assay of beta-arrestin-biased ligands of beta2-adrenergic receptor. Beta-2 adrenergic receptor (Homo sapiens), P07550. beta-arrestin recruitment to beta2AR, cell-based reporter. Potency, µM (top dose mostly 46.1 µM), without a hit: top-dose activation, hits mostly activators. 330,000 compounds, 0.02% hits. AID 492947, 2010;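 note: potency is the fitted concentration of half-maximal effect; 0% = DMSO controls and full agonism = EC100 isoproterenol or metaproterenol; nearly all actives have a fitted effect of over 65% in size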
# a7 integrin act = qHTS for Activators of Integrin-Mediated Alleviation for Muscular Dystrophy. alpha7betagal myoblasts, beta-gal FDG fluorescence, 48 h. Potency, µM (series often up to 38.3 µM), for inactives: top-dose activation, actives largely listed as activators. 350,000 compounds, 0.064% hits;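 note: potency is the fitted concentration of half-maximal effect; 100% = response of the positive control SU9516; nearly all actives have a fitted effect of over 60% in size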
#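 alpha7betagal+/- myoblasts (passage 13, 250/well) treated 48 h at 37C with compounds at 1:260 dilution of DMSO stock. Lysed, then beta-galactosidase activity read as FDG fluorescence (ex 480/em 540) after 30 min, with pre-read for autofluorescence.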
# uPA generation = qHTS for Inhibitors of Cell Surface uPA Generation | cell surface uPA generation assay, qHTS | Potency, µM (series often up to 38.3 µM), for the others: at the top dose activity change, negative = inhibition, hits mostly inhibitors | 330,000 compounds, 0.31% hits; active = well fitted inhibition curve with a large enough effect; inconclusive = small, poorly fitted or top-dose-only effect; inactive = no such curve, though single readings can be large or run the other way; tested in mouse RAW 264.7 cells; note: potency is the fitted concentration of half-maximal effect; % is set by controls: 0 for no effect and ±100 for the full control effect; nearly all actives have a fitted effect of over 55% in size
# PTAP TSG101 blk = qHTS Assay for Iinhibitors of HIV-1 Budding by Blocking the Interaction of PTAP/TSG101; Tumor susceptibility gene 101 protein (Homo sapiens), Q99816; Fluorescence polarization, FITC-PTAP peptide / Tsg101 binding; Potency, µM (titrated, usually from 115 µM), inactives show top-dose activity change, negative = inhibition, hits mostly inhibitors; 340,000 tested, under 10 active; AID 493005, 2010; active = well fitted inhibition curve with a large enough effect in the main read-out, with a control signal flat, not every such curve was filed as active; inconclusive = small, poorly fitted or top-dose-only effect, or effect the other way, or a change in a side signal; inactive = no such curve, though single readings can be large or run the other way; note: potency is the fitted concentration of half-maximal effect; % of control where 0% means no effect
#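 Steps: Tsg101 binding domain dispensed (10 uM final), compounds pinned in DMSO, FITC-labeled PTAP-motif peptide added (50 nM final); after 20 min binding at room temperature, polarization measured.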
# p53 reactivation = qHTS assay for re-activators of p53 using a Luc reporter; H1299 p53-A138V BP100-luciferase reporter, luminescence, 24 h; Potency, µM (highest dose often 92.2 µM), for inactives: at the highest dose activity change, positive = activation, usual class: activators; 320,000 compounds, 0.063% hits; AID 504706, 2011; note: potency is the fitted concentration of half-maximal effect; % of control where 0% means no effect; nearly all actives have a fitted effect of over 45% in size
#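 H1299 (p53-null), stable ts p53-A138V + BP100-Luc; 1000 cells/well, Opti-MEM/10% FBS; cpd 4 pt, 1:5; 24 h, 37 deg C, 5% CO2; detection reagent 10 min RT; luminescence.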
# S-ASM inh = Inhibitors of Secretory Acid Sphingomyelinase (S-ASM): qHTS. AID 504937, 2011. Sphingomyelin phosphodiesterase (Homo sapiens), P17405. 340,000 compounds, 0.006% hits. Potency, µM (highest dose often 57.5 µM), for inactives: top-dose activity change, negative = inhibition, most hits filed as inhibitors. placental ASM, HMU-PC fluorogenic substrate, 60 min; note: potency is the fitted concentration of half-maximal effect
# Target sequence (P17405 47-631 limits assumed): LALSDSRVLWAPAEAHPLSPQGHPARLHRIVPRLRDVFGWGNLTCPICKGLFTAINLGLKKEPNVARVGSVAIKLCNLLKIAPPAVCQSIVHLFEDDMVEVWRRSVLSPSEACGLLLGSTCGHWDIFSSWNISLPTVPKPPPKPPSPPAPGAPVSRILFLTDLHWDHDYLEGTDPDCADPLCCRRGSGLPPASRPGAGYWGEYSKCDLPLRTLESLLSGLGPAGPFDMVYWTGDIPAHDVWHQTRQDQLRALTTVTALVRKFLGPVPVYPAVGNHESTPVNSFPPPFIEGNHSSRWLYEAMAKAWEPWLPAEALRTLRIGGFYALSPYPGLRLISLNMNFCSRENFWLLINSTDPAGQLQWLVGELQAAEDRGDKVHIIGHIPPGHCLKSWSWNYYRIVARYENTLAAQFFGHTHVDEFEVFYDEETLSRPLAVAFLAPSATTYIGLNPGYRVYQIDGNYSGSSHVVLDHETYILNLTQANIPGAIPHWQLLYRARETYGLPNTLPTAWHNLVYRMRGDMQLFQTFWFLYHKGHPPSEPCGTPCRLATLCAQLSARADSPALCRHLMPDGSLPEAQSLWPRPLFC
#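 Steps: dispense placental human ASM, pin compound, wait 10 min at room temperature, add HMU-PC0 substrate at 9 uM final, incubate 60 min at 37 °C, add stop solution raising pH to 10, read fluorescence.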
# TRPV1 ag = HTS Assay for Compounds that Act as Agonists of the Vanilloid Receptor 1; Transient receptor potential cation channel subfamily V member 1 (Homo sapiens), Q8NER1; TRPV1-expressing cells, Fluo-8 calcium influx, agonist mode; activation, % at 8.33 µM; 320,000 compounds, 0.19% hits; in the data active = activation above about 80%; inconclusive = between about 30% and that limit; note: 0% is about no effect
#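 Cells expressing TRPV1 were dye-loaded with Fluo-8 and read kinetically: 10 s baseline, 3 min after compound (agonist portion), then 2 min after EC20 capsaicin (allosteric enhancer portion). Calcium-bound dye fluorescence at 480/520 nm.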
# ELG1 genotoxic = qHTS screen for small molecules that induce genotoxicity in human embryonic kidney (HEK293T) cells expressing luciferase-tagged ELG1. HEK293T ELG1-luciferase reporter, luminescence, 16 h. 330,000 compounds, 1.3% hits. Potency, µM (top dose mostly 46 µM), for the others: at the highest dose activity change, positive = activation, hits mostly activators; note: potency is the fitted concentration of half-maximal effect; % of control where 0% means no effect; nearly all actives have a fitted effect of over 60% in size
#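 HEK293T cells expressing luciferase-tagged ELG1 were exposed to compound or DMSO vehicle for 16 hr at 37 °C and 5% CO2. Luciferase activity was then measured with ONE-Glo after 30 min at room temperature.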
# USP2a inh = qHTS Assay for Inhibitors of Ubiquitin-specific Protease USP2a Using CHOP2 as the Reporter. 330,000 compounds, 0.01% hits. Ubiquitin carboxyl-terminal hydrolase 2 (Homo sapiens), O75604. USP2 core, Ub-CHOP2 coupled fluorogenic reporter, 485/531. Potency, µM (doses to about 38.3 µM), inactives show top-dose activity change, negative = inhibition, actives largely listed as inhibitors;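 note: potency is the fitted concentration of half-maximal effect; plate controls were DMSO wells for no effect and full inhibition by NEM control for full effect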
#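 Deubiquitinase activity read as fluorescence (485/531 nm) after Ub-CHOP2 cleavage activates the enterokinase reporter on its substrate; USP2 core 10nM, Ub-CHOP2 and substrate 25nM each, 30min compound preincubation then 60min RT; data normalized to NEM, curves fitted.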
# Eya2 inh = qHTS Assay for Inhibitors of the Phosphatase Activity of Eya2 | 330,000 compounds, 0.006% hits | recombinant Eya2, OMFP fluorescence dephosphorylation (OMFP is methylfluorescein phosphate) | Potency, µM (doses to about 76.9 µM), for inactives: at the highest dose activity, negative = inhibition, most hits filed as inhibitors | AID 488837, 2010 | Protein phosphatase EYA2 (Homo sapiens), O00167; note: potency is the fitted concentration of half-maximal effect; % is set by controls: 0 for no effect and ±100 for the full control effect
#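 Eya2 (0.2 uM) preincubated 10 min at ambient with compound, then OMFP substrate added at 50 uM; 10 min reaction in 50 mM HEPES pH 7.5, 50 mM NaCl, 5 uM MgCl2, 0.05% BSA, 1 mM DTT. Fluorescence read at Ex 485/Em 525 nm.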
# * = called active by the depositor; ? = inconclusive; . = not tested or not shown; [ ] = dose if it differs, or a comment. Unless noted, calls come from the whole dose curve; as a rule, active = well fitted curve in the direction sought with a large enough effect; inconclusive = small, poorly fitted or top-dose-only effect, or another doubt; inactive = no such curve, though single readings can be large; an effect the other way counts as inactive or inconclusive.
1	Cc1ccc(C)c(S(=O)(=O)NCCCN2CCOCC2)c1
2	O=C(CN1CCc2ccccc21)Nc1ccc2c(c1)OCCCO2
3	CC(C)(C)SCCNC(=O)CN(c1ccc(F)cc1)S(=O)(=O)c1ccccc1
4	CC(=O)N1CCC(=NNC(=O)c2cc3ccccc3cc2O)CC1
5	CCNC(=O)CC1C(=O)N(c2ccc(F)cc2)C(=O)N1Cc1ccc(OC)cc1 (configuration not stated)
6	COc1cccc(/C(O)=C/C(=O)C(=O)Nc2ccc(S(=O)(=O)NC(C)=O)cc2)c1
7	Cc1cccc(C(=O)N[C@H](C(=O)Nc2nnc(C3CC3)s2)C(C)C)c1
8	CCOCCNC(=O)c1ccccc1C(=O)NCCOCC
assay / compound	1	2	3	4	5	6	7	8
TRPV1 ag	1.1	21.2	?	-3.0	-0.7	-3.3	6.1	-1.4
a7 integrin act	-11.4%	-16.5%	-17.1%	0.0%	19.2%	28.9%	7.5%	23.8%[7.66 µM]
Eya2 inh	-0.6%	0.4%	2.3%	-7.4%	23.9%	0.1%	0.0%	19.9%
p53 reactivation	1.0%	?	2.2%	3.2%	?	-2.4%	-7.6%	-1.9%
B2AR arrestin	-0.3%	0.2%	-0.1%	-0.1%	0.2%	-0.5%	-0.1%	-0.2%
uPA generation	-1.3%	-4.3%	2.2%	7.2%	.	6.2%	-5.2%	-1.6%
PTAP TSG101 blk	-0.2%	-1.2%	-0.6%	-2.2%	1.7%	0.3%	-3.1%	0.4%
USP2a inh	2.5%	-1.3%	-0.3%	1.5%	6.0%	-7.0%	0.6%	1.0%
BRCA1 expr up	2.2%	?	-18.3%	-11.9%	2.5%	12.8%	-6.3%	3.2%
ELG1 genotoxic	-0.7%	?	0.0%	5.3%	0.4%	-0.3%	2.6%	-1.9%
S-ASM inh	2.6%	-0.4%	-2.0%	-3.8%	0.9%	-17.2%	3.3%	2.8%

# 4 entries already listed, arranged by heavy-atom count, largest number first:
5	CCNC(=O)CC1C(=O)N(c2ccc(F)cc2)C(=O)N1Cc1ccc(OC)cc1 (configuration not stated)
3	CC(C)(C)SCCNC(=O)CN(c1ccc(F)cc1)S(=O)(=O)c1ccccc1
7	Cc1cccc(C(=O)N[C@H](C(=O)Nc2nnc(C3CC3)s2)C(C)C)c1
4	CC(=O)N1CCC(=NNC(=O)c2cc3ccccc3cc2O)CC1
assay / compound	5	3	7	4
TRPV1 ag	-0.7	?	6.1	-3.0
a7 integrin act	19.2%	-17.1%	7.5%	0.0%
Eya2 inh	23.9%	2.3%	0.0%	-7.4%
p53 reactivation	?	2.2%	-7.6%	3.2%
B2AR arrestin	0.2%	-0.1%	-0.1%	-0.1%
uPA generation	.	2.2%	-5.2%	7.2%
PTAP TSG101 blk	1.7%	-0.6%	-3.1%	-2.2%
USP2a inh	6.0%	-0.3%	0.6%	1.5%
BRCA1 expr up	2.5%	-18.3%	-6.3%	-11.9%
ELG1 genotoxic	0.4%	0.0%	2.6%	5.3%
S-ASM inh	0.9%	-2.0%	3.3%	-3.8%

# Next section
9	Cc1ccc(S(=O)(=O)n2c(=O)oc3ccccc32)cc1
10	Cc1cc(C)c2nc(N3CCC(C(=O)NCCCN4CCCC4=O)CC3)sc2c1
11	Cc1ccccc1S(=O)(=O)Cc1ccc(C(=O)N2CCN(c3ncccn3)CC2)o1
12	CCCNC(=O)N1CCC(C(=O)c2ccc(F)cc2)CC1
13	Cc1c(Cl)cccc1NC(=O)CCCn1cnc([N+](=O)[O-])n1
14	O=C(Nc1cccc(F)c1)NC1(C(=O)N2CCN3CCCC3C2)CCCCC1 (configuration not stated)
15	COc1ccc(CCn2nnnc2C(CC(C)C)N2CCC(C(N)=O)CC2)cc1OC (configuration not stated)
16	CCN1CCN(c2nc(-c3ccccc3)c3ccccc3n2)CC1
17	C/C(=N/NC(=O)CCc1ccccc1)c1ccc2c(c1)OCO2
18	CCOC(=O)/C=C/C(=O)Nc1cccc([N+](=O)[O-])c1
19	COc1ccccc1C(=O)NCC(=O)Nc1ccc2c(c1)CCC2
assay / compound	9	10	11	12	13	14	15	16	17	18	19
TRPV1 ag	7.6	-0.8	2.0	13.4	10.6	0.8	-3.0	0.3	?	-7.2	10.8
a7 integrin act	15.6%	-1.2%	-4.8%	-7.2%	7.8%	7.5%	0.0%	-59.8%[inhibitor]	0.0%	-49.3%[inhibitor]	6.3%
Eya2 inh	5.0%	1.7%	-9.6%	-3.4%	-24.6%	0.2%	2.0%	10.7%	-2.8%	0.2%	4.4%
p53 reactivation	-0.8%	-7.3%	3.1%	-2.7%	2.7%	1.0%	0.0%	-4.2%	9.8%	-19.4%	?
B2AR arrestin	0.3%	0.1%	-0.2%	-0.1%	0.3%	-0.1%	-0.3%	0.0%	-0.1%	-0.6%	-1.9%
uPA generation	5.8%	-5.7%	2.6%	-1.5%	1.1%	5.4%	0.3%	-0.4%	-5.5%	-10.7%	-0.9%
PTAP TSG101 blk	-0.2%	-1.3%	-3.2%	-2.6%	-1.7%	-5.7%	0.7%	1.0%	-4.2%	-1.8%	-2.9%
USP2a inh	-0.3%	0.2%	2.7%	3.5%	1.2%	-8.6%	4.5%	0.8%	-0.8%	1.3%	3.4%
BRCA1 expr up	19.0%	14.9%	-10.2%	8.3%	0.0%	-18.7%	-7.2%	-28.6%	25.5%	-61.1%[inhibitor]	78.8%
ELG1 genotoxic	-2.4%	-0.3%	-7.4%	-1.9%	-0.4%	-1.8%	1.5%	-3.8%	-0.6%	9.8%	?
S-ASM inh	-3.2%	-0.3%	-1.2%	1.6%	3.6%	0.9%	3.7%	57.0%[activator]	-0.2%	0.3%	0.2%
